ASAP1 inh: ASAP1 ArfGAP inhibition | ASAP1-stimulated ARF1 GTP hydrolysis, GDP FP detection | 0.19% of 360,000 active | inhibition, % at 16.5 µM | Q9ULH1; in the data active means inhibition above about 25%;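 further: 0% = vehicle with enzyme and substrate and 100% = no enzyme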
Target sequence (Q9ULH1 325-724 limits assumed): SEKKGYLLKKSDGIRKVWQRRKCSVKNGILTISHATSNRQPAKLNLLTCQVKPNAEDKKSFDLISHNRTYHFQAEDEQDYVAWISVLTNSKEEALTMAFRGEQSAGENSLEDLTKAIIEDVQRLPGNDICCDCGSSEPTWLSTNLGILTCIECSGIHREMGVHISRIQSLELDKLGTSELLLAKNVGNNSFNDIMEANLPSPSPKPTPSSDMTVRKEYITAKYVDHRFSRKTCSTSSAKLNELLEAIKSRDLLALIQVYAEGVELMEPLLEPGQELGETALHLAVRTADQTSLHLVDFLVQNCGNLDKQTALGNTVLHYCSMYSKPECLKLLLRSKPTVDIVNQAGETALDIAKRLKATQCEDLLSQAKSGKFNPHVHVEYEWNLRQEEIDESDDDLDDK
Tn7 DDE FP: DD(E)-Tn7 binding inhibition, primary FP screen; 0.13% of 370,000 active; FP displacement of FITC-Tn7 peptide from fibrin DD(E); 0% = median of compound wells per plate; P02675; inhibition, % at 8.3 µM;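 active means inhibition above the mean of compounds falling within the control limits plus 3 SD of them, cut at about 14% in these data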;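 further: 0% = plate median of compound wells and 100% = 10 µM Aha-Tn7 peptide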
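Assay system: human fibrin DD(E). Input: DD(E) 2 µM final. Medium: Tris buffer with calcium and detergent, pH 7.8. Compound dosing: single point at 8.3 µM. Timing: 10 min plus 3 h, room temperature. Technique: fluorescence polarization of the labelled Tn7 tracer. Read-out: percent inhibition. Replicates: singlicate testing.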
PLC-beta3 inh: inhibitors of human phospholipase C beta3; Q01970; Purified PLC-beta3, fluorogenic substrate, fluorescence; inhibition, % at 12.2 µM; 0.18% of 370,000 active; AID 720704; in the data active means inhibition above about 11%;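 further: 0% = median of compound wells on plate and 100% = full blocker control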
PLC-gamma1 inh: inhibitors of human phospholipase C gamma1 | P19174 | purified PLC-gamma1, fluorogenic substrate, fluorescence | inhibition, % at 12.2 µM | 0.84% of 370,000 active; in the data active means inhibition above about 9.5%
TDP2 absorb: TDP2 (human) inhibition, absorbance primary screen; O95551; recombinant TDP2, T5PNP hydrolysis, p-nitrophenol absorbance 415 nm; inhibition, % at 12.8 µM; 0.34% of 370,000 active;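 active means inhibition above the mean of all tested compounds plus 3 SD, set per campaign, cut at about 25% in these data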;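 further: 0% = DMSO with enzyme and 100% = buffer with substrate but no TDP2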
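test system = human TDP2 enzyme | input = TDP2 enzyme at 120 nM final | medium = 50 mM Tris-HCl pH 7.5 with Mg2+, KCl, DTT, BSA | also added = T5PNP substrate, 5 mM | times = 2 h at 37 °C | technique = epi absorbance | benchmarks = high control without enzyme, low control DMSO plus TDP2 | replication = each compound tested once, singlicate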
Tn6 DDE FP: DD(E)-Tn6 binding inhibition, primary FP screen; Fibrin DD(E) TRITC-Tn6 fluorescence polarization displacement; inhibition, % at 8.3 µM; 0.21% of 370,000 active; AID 720509; P02675;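 active means inhibition above a per-campaign cutoff: mean of compounds within control limits plus 3 SD, cut at about 15% in these data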;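 further: 0% = median of all compound wells on the plate and 100% = blocking peptide control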
ADAM10 inh: ADAM10 inhibition, QFRET primary screen | O14672 | recombinant ADAM10, EDANS/DABCYL FRET peptide cleavage, 3 h | inhibition, % at 7 µM | 0.62% of 370,000 active | AID 720582;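 active means inhibition above a per-campaign cutoff equal to the mean of compounds falling between control-based bounds plus 3 SD, cut at about 20% in these data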;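 further: 0% = DMSO wells while the 100% control is not disclosed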
ADAM17 inh: ADAM17 inhibition, QFRET primary screen | recombinant ADAM17, EDANS/DABCYL FRET peptide cleavage | inhibition, % at 6.95 µM | 0.83% of 370,000 active;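 active means inhibition above the mean of compounds lying between control limits plus 3 SD, set per campaign, cut at about 8.5% in these data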;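 further: 0% = DMSO-only wells as the low control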
SIAE inh: blocks human sialic acid acetylesterase; Q9HAT2; SIAE FP-Rh probe binding, fluorescence polarization; inhibition, % at 9.66 µM; 0.69% of 370,000 active; AID 1053197;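 active means inhibition above a cutoff: mean of compounds within the control limits plus 3 SD of those, cut at about 17% in these data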;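 further: 0% = plate median of compound wells and 100% = probe without SIAE protein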
Target sequence (Q9HAT2 whole entry, looked up): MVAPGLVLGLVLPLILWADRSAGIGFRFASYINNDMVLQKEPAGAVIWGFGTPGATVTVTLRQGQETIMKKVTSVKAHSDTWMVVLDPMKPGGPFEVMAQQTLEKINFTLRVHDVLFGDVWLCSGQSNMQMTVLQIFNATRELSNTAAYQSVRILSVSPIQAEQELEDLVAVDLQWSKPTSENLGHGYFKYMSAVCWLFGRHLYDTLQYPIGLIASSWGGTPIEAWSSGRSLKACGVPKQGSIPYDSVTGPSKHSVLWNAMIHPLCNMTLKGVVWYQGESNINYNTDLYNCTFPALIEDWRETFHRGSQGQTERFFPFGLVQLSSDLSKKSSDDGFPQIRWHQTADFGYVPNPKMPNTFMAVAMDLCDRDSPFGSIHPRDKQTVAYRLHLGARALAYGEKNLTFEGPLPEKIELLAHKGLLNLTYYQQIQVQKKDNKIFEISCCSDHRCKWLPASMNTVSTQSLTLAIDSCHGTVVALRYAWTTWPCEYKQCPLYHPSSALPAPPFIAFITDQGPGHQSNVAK
ARFGAP1 inh: inhibitors of rat ARFGAP1. Q62848. Arfgap1-stimulated ARF1 GTP hydrolysis, GDP FP detection. inhibition, % at 16.5 µM. 0.26% of 360,000 active;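 active means inhibition above a per-plate limit, mean inhibition of low control wells plus 3 SD, cut at about 25% in these data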;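 further: 0% = DMSO wells with enzyme and 100% = wells lacking Arfgap1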
Target sequence (Q62848 1-136 limits assumed): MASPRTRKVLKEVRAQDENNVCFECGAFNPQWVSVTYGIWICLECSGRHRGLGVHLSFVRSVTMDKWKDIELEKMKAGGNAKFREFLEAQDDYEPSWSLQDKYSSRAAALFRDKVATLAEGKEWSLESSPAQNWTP
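Assay system: Rat Arfgap1 GAP domain (His6, aa 1-136), purified enzyme | Buffer or medium: HEPES 25 mM pH 7.5, NaCl 150 mM, MgCl2, DTT | Schedule: GTP hydrolysis reaction 2 h at 25 °C | Signal: FP of antibody-bound GDP Alexa 633 tracer, ex 620/em 688 nm | Measure: Percent inhibition of Arfgap1-stimulated GTP hydrolysis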
Starred values were filed as active, the others as inactive.

TDP2 absorb	Tn7 DDE FP	PLC-gamma1 inh	PLC-beta3 inh	canonical_smiles	ARFGAP1 inh	SIAE inh	ASAP1 inh	ADAM10 inh	ADAM17 inh	Tn6 DDE FP
-7.8	-8.3	0.2	-2.5	CCCCn1c(SCC(=O)Nc2ccc3c(c2)OCCO3)nnc1C(CC)N(C)C (stereo not drawn)	-0.7	1.1	-8.5	2.3	-7.8	-7.5
-12.6	-8.8	4.0	3.9	CCCOc1ccc(C(C)(O)CN2CCOCC2)cc1 (stereo not drawn)	10.7	-2.0	-5.8	5.7	2.8	7.6
11.6	7.9	1.8	-0.7	O=C(NC1C(=O)NNC1c1ccc(Cl)cc1)c1ccc(F)cc1 (stereo not drawn)	6.6	7.3	11.8	0.7	-1.4	0.9
1.2	4.1	-1.5	1.6	Cc1cc(Br)cc(C)c1OCC(=O)NNC(=O)CCC(=O)NCc1ccccc1	2.0	-4.7	-9.9	2.2	1.2	5.2
0.4	0.1	-2.7	-3.1	CC1=C(C(=O)OCC2CCCO2)C(c2ccc(Cl)c(Cl)c2)NC(=O)N1 (stereo not drawn)	-3.9	-7.0	-2.9	3.0	-2.3	2.4
-1.6	-0.6	-5.7	-11.8	Cc1nnsc1-c1nnc(SCC(=O)c2ccc(C#N)cc2)n1C1CC1	6.2	2.1	2.6	-6.2	0.8	-3.0
12.7	6.3	2.3	2.7	Cn1c(=O)c2c(ncn2CC(=O)OCC(=O)NC2CCCc3ccccc32)n(C)c1=O (stereo not drawn)	5.0	2.1	0.9	1.3	-3.9	-3.9
8.0	-1.1	-0.2	-8.4	CN1CCN(C(=O)CCCN2C(=O)/C(=C/c3ccccc3)SC2=S)CC1	8.6	-0.9	-13.8	-3.3	-4.3	4.6

Only SIAE inh, PLC-gamma1 inh and ADAM17 inh, for three of the compounds above:
SMILES	SIAE inh	PLC-gamma1 inh	ADAM17 inh
CCCOc1ccc(C(C)(O)CN2CCOCC2)cc1 (stereo not drawn)	-2.0	4.0	2.8
O=C(NC1C(=O)NNC1c1ccc(Cl)cc1)c1ccc(F)cc1 (stereo not drawn)	7.3	1.8	-1.4
Cc1cc(Br)cc(C)c1OCC(=O)NNC(=O)CCC(=O)NCc1ccccc1	-4.7	-1.5	1.2

Next part
TDP2 absorb	Tn7 DDE FP	PLC-gamma1 inh	PLC-beta3 inh	canonical_smiles	ARFGAP1 inh	SIAE inh	ASAP1 inh	ADAM10 inh	ADAM17 inh	Tn6 DDE FP
6.8	1.2	2.4	-6.7	CCOc1ccc(NC(=S)NC(=O)Cc2ccccc2)cc1	7.5	-4.6	4.9	13.1	1.8	-4.0
5.8	3.9	-2.7	1.3	COC(=O)CC(NC(=O)c1ccco1)c1cccc2ccccc12 (stereo not drawn)	-3.3	-0.4	4.1	7.1	-6.5	4.3
0.3	0.3	0.5	-5.0	Cc1cc(C)c([N+](=O)[O-])cc1NCC(=O)N1CCN(c2ccccc2)CC1	8.6	1.8	-2.5	2.3	0.4	-6.6
-1.3	-7.9	-2.5	-1.2	COc1ccc(COC(=O)N/N=C(\C)CC(=O)NCc2ccc(Cl)cc2)cc1	-8.3	-0.1	-8.9	-0.2	-0.6	-0.9
3.8	-1.5	-9.1	-18.5	COc1ccc2oc(=O)c(N3C(=O)c4ccccc4C3=O)cc2c1	-1.9	1.3	-4.8	-22.4	-9.3	-0.9
12.2	-2.1	-0.9	-8.7	O=C(COc1ccc(Cl)cc1)Nc1nnc(-c2ccco2)o1	-9.4	-3.9	-1.1	-7.9	-4.0	-5.1
3.6	-0.2	-1.5	0.3	C[N+]1(CCN2C(=O)C3CC=C(Cl)CC3C2=O)CCOCC1 (stereo not drawn)	6.5	8.0	-4.5	-1.1	-2.4	0.2
-3.8	12.5	-1.4	0.1	O=C(COC(=O)c1ccco1)NC1CCCCC1	-3.3	1.2	-12.4	-6.2	-3.1	9.8
3.0	-6.5	-1.9	-0.7	Cn1cc(/C=N/n2cnc3sc4c(c3c2=O)CCCC4)c2ccccc21	-5.5	-2.9	13.2	-7.6	-5.6	1.3
4.6	-1.6	-24.6	-43.7	S=C(Nc1ccc(-c2nc3ccccc3[nH]2)cc1)Nc1cccnc1	-4.1	-18.0	-1.3	-329.9	-105.1	-6.7
0.5	-1.9	-1.8	-0.4	CCCCN(C(=O)CSCC(=O)Nc1cccc(C)c1)c1c(N)n(Cc2ccccc2)c(=O)[nH]c1=O	1.9	-5.8	3.4	-10.1	-1.9	5.0
0.6	-4.6	1.4	-2.9	COc1ccc(C(C)(C)C)cc1NC(=O)CCc1c(C)noc1C	-10.7	-3.0	-7.0	-10.3	2.0	3.9
-8.5	5.3	-1.3	1.8	Cc1cc(C)n(-c2cc(N3CCN(C(=O)c4ccc(C(C)(C)C)cc4)CC3)ccc2[N+](=O)[O-])n1	-1.4	-6.0	-1.9	8.3	0.3	3.2
5.2	-2.1	-23.1	-31.7	CCN(CC)c1ccc(/C=N/NC(=O)CC(C)C)cc1	6.2	-0.4	-4.6	-182.5	-69.3	7.9
11.2	1.4	3.7	-2.3	CCOc1ccc(N2C(=O)C3ON(C)C(c4ccc([N+](=O)[O-])cc4)C3C2=O)cc1 (stereo not drawn)	-3.1	-3.0	9.5	6.9	-2.5	5.4
9.1	7.5	-11.1	-13.9	Cc1ccc(Cc2c(-c3cccc(Cl)c3)nc3c4ccccc4ccn23)cc1	-0.7	-2.9	5.2	-23.4	-8.9	-4.8
-7.5	-13.1	1.9	-0.5	O=C(NCc1ccco1)c1ccc(Cn2c(=O)c3sccc3n(Cc3ccc(F)cc3)c2=O)cc1	7.4	-15.1	-1.3	15.1	8.3	9.2
4.0	-4.3	4.0	1.5	Cc1cc(C)cc(NC(=O)COC(=O)CCCC2=NS(=O)(=O)c3ccccc3N2)c1	-3.5	-1.8	-20.0	-4.6	-0.2	-1.2
6.3	-7.8	-2.5	-7.3	O=C(Nc1nncs1)c1cc(-c2ccncc2)nc2ccc(Cl)cc12	-0.5	-5.2	4.6	-18.2	-4.3	-10.1
3.1	-4.0	0.7	-4.5	Cc1cc(NC(=O)CN(C)CCOc2ccccc2)ccc1Br	9.4	-4.8	9.7	-20.9	3.7	10.1
-4.3	2.5	4.0	2.7	C[N+](C)(C)CCOc1ccc([N+](=O)[O-])cc1	11.9	2.7	12.3	4.0	2.1	-2.2
7.0	1.9	-0.2	-0.1	COC(=O)CC(N)c1ccc(Br)cc1 (stereo not drawn)	18.0	2.6	-3.1	-4.4	-4.5	1.0
-2.0	-2.8	3.7	5.7	Cc1ccc(C)c(NS(=O)(=O)c2c(C)ccc3nsnc23)c1	-20.0	9.8	0.7	9.8	-0.5	0.1
-2.5	3.7	-5.0	-1.3	CCCCCc1ccc(CC(=O)Nn2c(C)nc3ccccc3c2=O)cc1	2.2	-10.6	5.0	13.4	2.4	-3.3
-1.1	-4.1	-7.2	-9.0	COc1ccccc1C1CC(c2ccc(Cl)cc2Cl)Nc2nc(N)nn21 (stereo not drawn)	-3.8	5.0	20.2	-9.6	-3.1	-1.1
-4.3	-13.4	3.4	4.2	O=C(CNC1CCCCC1)N1CCc2ccccc2C1	-0.6	0.3	4.0	4.5	1.0	0.9
3.6	-1.3	1.0	3.1	CCc1ccc(C(O)c2ncc(-c3ccccc3Cl)[nH]2)cc1 (stereo not drawn)	-8.8	-6.4	9.9	1.3	-0.9	7.9
10.8	6.3	3.6	-7.1	COc1ccc(N(C)C(=O)c2ccc3c(Cl)c4c(nc3c2)CCCC4)c(OC)c1	-10.3	4.7	8.0	6.5	0.1	-12.5
9.2	4.5	-1.7	-0.1	CCn1c(SCC(=O)N2CCCC2)nc2ccccc2c1=O	-11.8	-5.8	-4.0	0.6	-5.9	6.2
-5.8	-3.8	1.4	4.4	N#CC1=C(SCc2ccccc2)NC(=O)CC1c1ccc(O)cc1 (stereo not drawn)	10.4	0.1	13.7	4.7	2.4	10.3
8.0	6.5	-1.2	-5.4	COc1ccccc1CC1CC(=O)N(c2ccccc2)C1=O (stereo not drawn)	-1.4	-0.5	-5.8	-1.6	-6.7	3.8
-16.2	-1.9	-7.4	-11.4	COc1cccc(CNC(=O)CCCNC(=O)c2ccc(Cl)cc2)c1	3.6	-2.4	7.2	-13.7	-2.4	-1.7
-5.4	7.2	0.5	-9.9	CC(C(=O)Nc1ccc(Cl)cc1)N1C(=O)NC2(CCCC2)C1=O (stereo not drawn)	1.2	6.1	-4.5	1.8	-4.7	1.7
-4.2	2.4	-17.3	-25.7	Cc1c(OC(C(=O)O)c2ccccc2)ccc2c3c(c(=O)oc12)CCC3 (stereo not drawn)	9.4	-1.0	-7.9	-95.9	-44.5	6.6
5.7	1.2	3.6	-3.9	Cc1ccc(S(=O)(=O)N2CCOCC2)cc1C(=O)NCCc1ccc(Cl)cc1	-3.1	0.1	-12.3	-1.8	-6.5	6.8
-6.2	1.6	0.3	-0.4	CSc1ccc(Cl)c(C(=O)NCCOc2cc(C)ccc2C(C)C)c1	3.9	-9.4	-3.5	8.0	3.5	1.1
8.4	1.9	-1.1	-5.6	CCOc1ccc2nc(SCC(=O)NCc3ccccc3OC)[nH]c2c1	4.7	-7.7	-8.7	-9.0	-1.2	0.6
-2.0	-6.4	3.2	0.9	Cc1ccc(NC(=O)C(=O)c2c(-c3ccccc3)cc3ccccn23)cc1S(=O)(=O)N1CCOCC1	13.0	-11.1	1.7	14.6	5.3	-4.5
-5.5	7.0	0.5	2.0	CCOC(=O)c1cc(NC(=O)Nc2ccccc2OC)c(C)nc1C	2.4	-1.6	-12.9	2.5	-0.8	1.3
-4.8	0.3	2.6	4.8	OC(COc1ccc2ccccc2c1)Cn1cncn1 (stereo not drawn)	1.3	-1.7	15.9	2.3	-1.6	-2.7
0.6	3.4	0.7	-1.3	O=S(=O)(c1ccccc1)c1nc(-c2ccccc2)oc1N1CCCC1	-0.1	0.2	-0.7	1.1	-0.8	8.5
0.2	1.3	-3.6	-9.0	Cc1cc(/C=C(\C#N)C(=O)O)c(C)n1CC(C)C	1.9	0.7	5.5	5.7	-1.5	1.4
9.9	-1.2	2.5	2.8	CCOC(=O)c1sc(NC(=O)CCN2CCN(CC)CC2)c(C(=O)OCC)c1C	-7.2	-2.1	-20.2	4.3	0.0	1.2

High-throughput results from PubChem BioAssay.

Rows were taken by chance. About 3.6% of those tested had a hit in this group.
